NPR2 activator: GC-B (human) receptor activation; activation, % at 10 µM; HEK293-GC-B cells, CNP EC30, cGMP TR-FRET; 0% at EC30 CNP, 100% saturating CNP; actives 0.11% (n = 370,000);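 active means activation at 10 µM reaching about 35% in either raw or pattern-adjusted values, limit read from the data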
ASAP1 GAP inh: blocks human ASAP1-stimulated Arf1 GTP hydrolysis | Q9ULH1 | GDP FP detection | inhibition, % at 16.5 µM | actives 0.19% (n = 360,000); in the data active means inhibition above about 25%;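 further: 0% = vehicle with enzyme and substrate and 100% = no enzyme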
Target sequence (Q9ULH1 325-724 limits assumed): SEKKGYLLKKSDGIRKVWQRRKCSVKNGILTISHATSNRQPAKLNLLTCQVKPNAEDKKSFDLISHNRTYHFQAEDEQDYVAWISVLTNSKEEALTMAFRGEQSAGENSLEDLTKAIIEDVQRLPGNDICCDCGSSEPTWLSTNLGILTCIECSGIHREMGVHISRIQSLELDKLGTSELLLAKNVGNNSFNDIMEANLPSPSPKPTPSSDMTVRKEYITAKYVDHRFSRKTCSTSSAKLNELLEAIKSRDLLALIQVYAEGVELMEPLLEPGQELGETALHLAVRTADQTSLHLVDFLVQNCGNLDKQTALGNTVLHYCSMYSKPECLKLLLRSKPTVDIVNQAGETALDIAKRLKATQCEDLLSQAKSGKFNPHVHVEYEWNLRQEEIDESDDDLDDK
rCAG RNA binder: binds r(CAG) RNA repeats | r(CAG) RNA repeat, TO-PRO-1 dye displacement fluorescence | inhibition, % at 3 µM | AID 651821 | actives 1.3% (n = 370,000);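 active means inhibition above the plate cutoff, the mean of all test compounds on that plate plus 3 SD, cut at about 35% in these data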;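 further: 0% = DMSO alone and 100% = 100 µM mitoxantrone as full dye displacement; higher means more dye released from RNA so lower well fluorescence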
Rev-erbA mod: modulates human Rev-erb alpha binding to DNA | Rev-erbα–FITC-DNA binding, fluorescence polarization, 90 min | activity, % at 10 µM | P20393 | actives 0.79% (n = 370,000);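 active means activity above about 14%, limit read from the data; passing the limit was not always enough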;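 further: 0% = DMSO wells with 35 nM protein and 100% = DMSO wells with 750 nM protein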
mABHD4 FP: inhibitors of mouse ABHD4. purified mABHD4, FP-Rh probe fluorescence polarization. Q8VD66. actives 0.54% (n = 370,000). inhibition, % at 8.92 µM. AID 720543;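 active means inhibition exceeding the mean over every tested compound plus 3 SD, cut at about 30% in these data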;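 further: 0% = plate median of compound wells and 100% = S159A mutant with DMSO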
Target sequence (Q8VD66 whole entry, looked up): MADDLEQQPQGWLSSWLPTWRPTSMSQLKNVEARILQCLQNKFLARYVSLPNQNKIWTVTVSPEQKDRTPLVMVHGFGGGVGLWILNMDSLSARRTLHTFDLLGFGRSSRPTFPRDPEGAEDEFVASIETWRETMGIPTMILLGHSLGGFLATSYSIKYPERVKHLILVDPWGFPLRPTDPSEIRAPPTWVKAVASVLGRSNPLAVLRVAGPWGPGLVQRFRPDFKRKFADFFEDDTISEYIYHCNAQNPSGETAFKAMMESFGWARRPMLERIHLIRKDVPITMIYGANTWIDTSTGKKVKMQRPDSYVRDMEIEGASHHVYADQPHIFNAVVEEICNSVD
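Assay system: Wild-type mouse ABHD4 protein | Medium: HEPES pH 7.0 buffer, 150 mM NaCl, 0.01% Pluronic F-127 | Incubation: Enzyme–compound pre-incubation 45 min, then probe 60 min, both 25 °C | Technique: Fluorescence polarization with parallel and perpendicular emission, 525/598 nm | Evaluation: % inhibition of FP-Rh probe binding versus controls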
PG9 binder: small molecules binding HIV-1 gp120 antibody PG9. TR-FRET gp120-PG9 antibody binding. actives 0.43% (n = 360,000). AID 624416. inhibition, % at 6.7 µM; in the data active means inhibition above about 8.5%
ARFGAP1 inh: rat ARFGAP1 inhibition. Q62848. Arfgap1-stimulated ARF1 GTP hydrolysis, GDP FP detection. inhibition, % at 16.5 µM. actives 0.26% (n = 360,000). AID 651572;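 active means inhibition above a per-plate limit, mean inhibition of low control wells plus 3 SD, cut at about 25% in these data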;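 further: 0% = DMSO wells with enzyme and 100% = wells lacking Arfgap1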
Target sequence (Q62848 1-136 limits assumed): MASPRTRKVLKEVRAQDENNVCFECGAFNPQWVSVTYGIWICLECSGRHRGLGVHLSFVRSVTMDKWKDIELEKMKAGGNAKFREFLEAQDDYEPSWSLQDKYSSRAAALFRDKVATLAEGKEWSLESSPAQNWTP
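Assay system: Rat Arfgap1 GAP domain (His6, aa 1-136), purified enzyme | Buffer or medium: HEPES 25 mM pH 7.5, NaCl 150 mM, MgCl2, DTT | Schedule: GTP hydrolysis reaction 2 h at 25 °C | Signal: FP of antibody-bound GDP Alexa 633 tracer, ex 620/em 688 nm | Measure: Percent inhibition of Arfgap1-stimulated GTP hydrolysis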
GC-A act: GC-A (human) enzyme activation. HEK293 GC-A cells, cGMP TR-FRET, EC30 ANP; 0% at EC30 ANP, 100% saturating ANP. actives 0.14% (n = 370,000). activation, % at 10 µM. AID 1671463. P16066; in the data active means activation above about 40%
HTRA1 inhibitor: HTRA1 (human) protease inhibition | inhibition, % at 5.96 µM | recombinant HTRA1, FP-rhodamine activity-based probe, fluorescence polarization | actives 0.5% (n = 340,000) | Q92743; in the data active means inhibition above about 36%;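 further: 0% = enzyme with DMSO and 100% = wells lacking enzyme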
SMARCA2 activ: activators of SMARCA2 function; MG213 cells, MMTV-luciferase reporter, dexamethasone, overnight; activation, % at 9.1 µM; actives 1% (n = 370,000); in the data active means activation above about 7.8%;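 further: 0% = vehicle wells and 100% = reference activator wells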
* = called active by the depositor; · = no result given.

SMILES	NPR2 activator	ASAP1 GAP inh	rCAG RNA binder	Rev-erbA mod	mABHD4 FP	PG9 binder	ARFGAP1 inh	GC-A act	HTRA1 inhibitor	SMARCA2 activ
COc1ccc(NC(=O)Nc2cccc3c2O[C@H](CN(C)S(=O)(=O)c2cccs2)[C@@H](C)CN([C@H](C)CO)C3=O)cc1	5	-6	1	-1	2	-0.4	15	-1	-8	1
COc1cc(/C=C/C(=O)O)ccc1OS(=O)(=O)c1c(C)c(C)cc(C)c1C	2	4	56*	-1	-5	-0.9	-4	-3	-29	-3
O=C(NCc1ccccc1)c1cccnc1N1CCOCC1	1	8	2	-1	3	2.1	-5	3	1	0
COc1ccc(-c2nnc(NC(=O)c3c(OC)cccc3OC)s2)cc1	-9	-3	1	-5	-1	1.1	5	-12	-12	-2
CSCCC(NC(=O)C1CC1)c1nc2ccccc2[nH]1 (stereo unspecified)	-2	-1	-1	-2	0	1.6	5	-1	1	1
CCOC(=O)c1cnc2nc(Cc3ccccc3)[nH]n2c1=O	1	8	1	1	2	-0.8	5	0	0	1
COC(=O)COc1ccc(=O)n(-c2ccccc2)n1	6	-1	0	0	1	-1.5	-10	-6	0	-2
CC(=O)Nc1ccc(N2CCOCC2)c(C(=O)Nc2cccc(C)c2)c1	2	-6	-1	8	-5	-2.7	-3	0	2	5
O=C(Nc1cccc(S(=O)(=O)C(F)F)c1)c1ccc(S(=O)(=O)N2CCCC2)cc1	0	10	4	0	-6	-0.7	8	0	-12	-3
CCN(CC(=O)O)S(=O)(=O)c1cc(Cl)ccc1Cl	-5	3	0	5	3	-0.5	9	8	10	2
CC(C)c1ccc(OCC(=O)NCCO)cc1	0	14	1	-6	0	0.8	10	2	-2	0
COCCNC(=S)N1CCC(C(=O)c2ccc3c(c2)OCCO3)CC1	-5	-3	-3	7	-3	-1.7	-1	-2	-1	2
O=C(NCCc1ccc(Cl)cc1)c1ccc2ccccc2n1	2	6	-4	-4	-8	-1.2	-5	-3	-31	-1
COC(=O)C1CCN(C(=O)COC(=O)Cc2c[nH]c3ccccc23)CC1	6	15	2	-5	-2	-3.5	-9	4	4	3
Cc1[nH]c2ccccc2c1C(=O)CSc1ccc(Cl)cc1	-5	-5	3	9	-1	-2.0	0	0	-10	1
CSc1nc(N2CCOCC2)cc(N2CCOCC2)n1	0	4	-5	1	-4	-0.9	5	-5	-4	-1
CN(Cc1ccccc1)C(=O)c1ccccc1NC(=O)C1=CSCCO1	-2	-4	-8	4	-5	-0.9	11	-5	2	-1
CN(C(=O)COC(=O)/C=C/c1ccccc1)C1CCS(=O)(=O)C1 (stereo unspecified)	-1	-15	3	-3	-4	-0.2	-5	0	7	-8
COc1cccc(-c2nnc(SCc3cc(C)ccc3C)n2Cc2ccco2)c1	-2	·	4	0	-14	·	·	-5	·	-7
CCC[C@H]1[C@@H](O)CC[C@@]23CCCN2C(=O)CCC[C@@H]13	-2	·	·	4	-5	·	·	-1	·	·
CCOC(=O)N1CCN(C(=O)C[C@H]2C[C@@]3(C(=O)OC)C(=C[C@H](C4CCCC4)O[C@@H]3C)N(CCc3ccc(OC)c(OC)c3)C2=O)CC1	0	·	3	2	3	·	·	3	·	-5
Cc1cc(C(=O)NNC(=O)c2ccc(Cl)c(S(N)(=O)=O)c2)c(C)o1	-1	-10	2	6	1	1.3	6	2	5	-2
O=C(CCl)N1CCN(C(=O)C2COc3ccccc3O2)CC1 (stereo unspecified)	3	0	0	7	-2	-0.5	10	-1	2	-1
CCOCCCNC(=O)CCN1C(=O)c2ccccc2Sc2ncccc21	-1	11	-2	-1	-5	1.2	-12	-5	5	-3
Cc1ccc(S(=O)(=O)N(C)C[C@H]2Oc3ncc(Br)cc3C(=O)N([C@H](C)CO)C[C@@H]2C)cc1	4	15	0	-1	2	-1.3	9	-3	1	-4
CCOC(=O)C(=O)Nc1cc(C)on1	2	-4	1	0	3	0.1	4	-2	-2	0
CN(C)c1ccc(P(=O)(Nc2cccc(C(F)(F)F)c2)N2CCOCC2)c(NC(=O)c2cccs2)c1 (stereo unspecified)	-5	-10	5	33*	-8	0.9	-6	-13	-6	1
Cc1ccc(-c2noc(CN3CCN(Cc4ccccc4)CC3)n2)cc1	4	8	-1	1	4	-2.5	14	4	-9	0
COC(=O)CNC(=O)c1cc(-c2ccncc2)nc2ccccc12	1	-20	1	-2	3	-0.2	-14	2	0	-2
CCn1c(SC(C)C(=O)Nc2ccc3c(c2)OCCO3)nnc1C1CC1 (stereo unspecified)	-3	2	3	-4	-9	0.3	0	0	15	-4
Cc1cc(OCC(=O)OCC(=O)c2ccc[nH]2)ccc1Cl	4	-14	-2	1	-4	-2.4	-9	-2	-23	0
O=C(CSc1nnc(CNC(=O)c2ccc(F)cc2)o1)NCc1ccc(F)cc1	0	3	-1	2	4	-2.4	8	1	7	-2
COc1cc(/C=N/NC(=S)NCCc2ccccc2)cc(OC)c1OC	34	7	-3	-4	22	-2.4	-7	26	-28	3
COc1cc2c(cc1OC)C(c1ccncc1)CC(=O)N2 (stereo unspecified)	5	0	0	0	0	-1.9	-11	2	-2	1
CC(C)NC(=O)C1(C)CN(S(C)(=O)=O)CC(=O)N1CCc1ccccc1F (stereo unspecified)	1	5	1	3	0	-0.7	-3	-1	·	-2
O=S(=O)(c1ccc(S(=O)(=O)N2CCN3CCCC3C2)cc1)N1CCCC1 (stereo unspecified)	3	12	-2	-1	-3	-0.3	7	9	6	-2
O=C(Nc1ccc2c(c1)OCO2)C(c1ccccc1)N1CCCCC1 (stereo unspecified)	-13	-2	2	-3	-8	1.8	0	-9	-9	-2
COC(=O)c1c(C)nn(-c2ccccc2)c1-n1cccc1	-7	-17	-1	3	-1	-3.1	-4	-4	1	-4
CCOc1ccc(-c2nc(-c3ccncc3)no2)cc1OCC	-3	0	-2	11	0	-0.2	1	-2	-1	-1
COC(=O)C[C@H]1C=C[C@@H](NC(=O)Cc2cccnc2)[C@@H](CO)O1	1	1	2	8	-6	2.2	-2	0	·	-3

Pulled one by one from above:
SMILES	NPR2 activator	ASAP1 GAP inh	rCAG RNA binder	Rev-erbA mod	mABHD4 FP	PG9 binder	ARFGAP1 inh	GC-A act	HTRA1 inhibitor	SMARCA2 activ
Cc1cc(C(=O)NNC(=O)c2ccc(Cl)c(S(N)(=O)=O)c2)c(C)o1	-1	-10	2	6	1	1.3	6	2	5	-2
Cc1[nH]c2ccccc2c1C(=O)CSc1ccc(Cl)cc1	-5	-5	3	9	-1	-2.0	0	0	-10	1
CN(Cc1ccccc1)C(=O)c1ccccc1NC(=O)C1=CSCCO1	-2	-4	-8	4	-5	-0.9	11	-5	2	-1
O=C(CCl)N1CCN(C(=O)C2COc3ccccc3O2)CC1 (stereo unspecified)	3	0	0	7	-2	-0.5	10	-1	2	-1

(more compounds)
SMILES	NPR2 activator	ASAP1 GAP inh	rCAG RNA binder	Rev-erbA mod	mABHD4 FP	PG9 binder	ARFGAP1 inh	GC-A act	HTRA1 inhibitor	SMARCA2 activ
CC1OC(c2ccccc2)OC2COC(c3ccccc3)OC12 (stereo unspecified)	-1	-4	1	0	8	-1.5	-10	6	5	-2
O=C(NCc1ccco1)C1CCC(CNS(=O)(=O)c2cccc3cccnc23)CC1 (stereo unspecified)	7	4	1	3	1	-2.4	-7	-1	-9	0
CCCCN(C)CCCNC(=O)C1(O)c2ccccc2NC(=O)N1c1ccc(Cl)cc1 (stereo unspecified)	3	-10	3	-1	-3	-0.7	4	4	0	-3
FC(F)(F)c1cc(C(F)(F)F)c2ccc(N3CCN(c4ncccn4)CC3)nc2n1	0	3	-3	4	10	0.6	-7	1	-1	-3
CCCN1C(=O)C(O)(C/C(C)=N/O)c2ccccc21 (stereo unspecified)	2	-1	1	0	-2	0.9	9	8	-3	-2
CCC(=O)Nc1cc(C)c(NC(=O)c2ccccc2OC)cn1	-3	-4	-2	5	3	-0.2	4	0	2	2
Cc1c(F)cccc1NC(=O)c1ccc2c(c1)CCN2S(C)(=O)=O	3	8	-4	6	4	-0.4	-10	-2	2	0
COCc1cc(N2CCN(C(=O)OC(C)(C)C)C[C@@H]2C)ccc1N1CCS(=O)(=O)CC1	-3	9	0	0	-4	-1.3	-1	2	·	2
Cc1nc2ccc(S(=O)(=O)c3ccc4nc(C)[nH]c4c3)cc2[nH]1	4	0	1	-4	-5	-1.0	-4	-1	-7	0
CCN(CC)C(=O)C1=C(C)N(Cc2ccc(F)cc2)C(=O)C(CC(=O)NCCCCc2ccccc2)C1 (stereo unspecified)	4	11	2	4	2	-1.0	7	0	-2	-8
Cc1nnc(SCC(=O)Nc2cccc(S(N)(=O)=O)c2)n1-c1ccccc1	4	10	4	5	-6	-0.1	13	1	-1	0
Fc1cccc(Cc2c(-c3ccc(Cl)cc3)nc3ccc(Cl)cn23)c1	28	-4	21	-9	-20	2.8	2	24	·	1
CCOc1ccccc1C(=O)Oc1cc(C)[nH]c(=O)c1[N+](=O)[O-]	6	4	0	-4	1	-1.8	-4	0	2	-1
CC/C(=N\NC(=O)c1c(C)nc2ccccn12)c1ccc(Cl)cc1	5	2	-2	-3	-3	-0.6	2	2	2	2
CCCc1ccc(S(=O)(=O)N2CCN(C(=O)CN3C(=O)NC(C)(C4CC4)C3=O)CC2)cc1 (stereo unspecified)	3	-1	2	1	7	0.7	6	1	-2	-2
O=C(N/N=C/c1ccc(O)cc1)c1cc(C2CC2)[nH]n1	-3	-5	-1	-8	12	-0.2	0	-1	5	0
COc1ccc(NC(=O)c2ccc3ccccc3n2)cc1S(=O)(=O)Nc1ccccc1Cl	6	0	14	-2	-48	0.5	-8	0	-61	-6
CC(C)C(CCN1C(=O)CCC1=O)C1CCOC(C)(C)C1 (stereo unspecified)	2	-10	-5	2	2	0.0	-7	1	6	0
CCOC(=O)C1CCN(C(=O)c2ccc(C)o2)CC1	5	-6	4	-1	-5	-0.7	6	5	1	-1
CN1CCN(C(=O)/C(=C/c2cccs2)NC(=O)c2cccs2)CC1	-6	7	1	-5	10	-1.6	-6	-2	1	-1
CCCCOc1ccc(C(=O)NCC(=O)N2CCN(C(=O)c3ccco3)CC2)cc1	-3	0	-8	4	4	0.2	3	5	2	-1
N#Cc1nc(COc2ccc(Br)cc2)oc1N1CCN(Cc2ccccc2)CC1	4	10	-1	8	-8	-3.3	5	-3	-26	1
COc1ccc(NC(=O)C(NCC(C)C)c2ccccc2)cc1Cl (stereo unspecified)	1	5	-6	5	12	-0.7	6	-4	-5	-1
OC(c1ccc(Cl)cc1Cl)C(Cc1cccnc1)n1cncn1 (stereo unspecified)	-8	6	-5	-6	3	-1.4	-11	3	7	-2
O=C(O)C1C2CCC(C2)C1C(=O)NCCc1ccc(F)cc1 (stereo unspecified)	6	4	-4	3	-2	-0.7	-9	-2	-7	0

3 structures out of the list, ordered by length of the SMILES, smallest number first.
SMILES	NPR2 activator	ASAP1 GAP inh	rCAG RNA binder	Rev-erbA mod	mABHD4 FP	PG9 binder	ARFGAP1 inh	GC-A act	HTRA1 inhibitor	SMARCA2 activ
COc1ccc(NC(=O)C(NCC(C)C)c2ccccc2)cc1Cl (stereo unspecified)	1	5	-6	5	12	-0.7	6	-4	-5	-1
O=C(CSc1nnc(CNC(=O)c2ccc(F)cc2)o1)NCc1ccc(F)cc1	0	3	-1	2	4	-2.4	8	1	7	-2
O=C(Nc1cccc(S(=O)(=O)C(F)F)c1)c1ccc(S(=O)(=O)N2CCCC2)cc1	0	10	4	0	-6	-0.7	8	0	-12	-3

High-throughput results deposited in PubChem by several laboratories.
